GPR151 ag – activators of human GPR151, primary screen, cell-based, PathHunter beta-arrestin, luminescence; hit rate 1% among 650,000; activation, % at 11.2 µM; PathHunter beta-arrestin GPR151 cells; G-protein coupled receptor 151 (Homo sapiens), Q8TDV0; in the data active = activation above about 4.9%;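 note: 0% = median of compound wells and 100% = cells with positive control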
Target sequence (Q8TDV0 whole entry, looked up): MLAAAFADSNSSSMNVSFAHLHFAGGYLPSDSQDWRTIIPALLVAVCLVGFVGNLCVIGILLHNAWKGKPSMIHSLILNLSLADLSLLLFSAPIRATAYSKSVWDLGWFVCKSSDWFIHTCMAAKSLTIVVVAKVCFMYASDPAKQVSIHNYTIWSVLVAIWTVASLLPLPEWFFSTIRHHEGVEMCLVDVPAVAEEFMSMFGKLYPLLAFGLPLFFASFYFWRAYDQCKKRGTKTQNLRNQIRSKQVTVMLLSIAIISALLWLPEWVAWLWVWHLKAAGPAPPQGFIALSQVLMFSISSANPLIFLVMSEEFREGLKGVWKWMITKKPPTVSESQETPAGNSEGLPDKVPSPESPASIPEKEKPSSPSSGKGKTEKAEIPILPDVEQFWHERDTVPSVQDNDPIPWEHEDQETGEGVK
TEAD-YAP inh – TEAD-YAP interaction inhibition, primary screen, TEAD-YAP interaction inhibitor project, luminescence, HEK-TIYL cells; TEAD-Gal4/YAP UAS-luciferase luminescence; inhibition, % at 9.12 µM; hit rate 1.4% among 640,000; AID 1259422, 2018; in the data active = inhibition above about 32%;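 note: 0% = median of test compound wells and 100% = reference inhibitor wells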
FBW7 act – FBW7 E3 ligase activators, primary screen, biochemical, AlphaScreen, human; normalized activity (activation), % at 26.1 µM; AlphaScreen FBW7–phospho-cyclin E peptide binding, activator screen; hit rate 0.13% among 650,000; AID 1259310, 2017; F-box/WD repeat-containing protein 7 (Homo sapiens), Q969H0; in the data active = normalized activity above about 1.9%;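 note: purified mutant Fbw7 with reduced substrate affinity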
MITF primary – MITF inhibitors, primary screen, biochemical, AlphaScreen, human; Microphthalmia-associated transcription factor (Homo sapiens), O75030; AlphaScreen MITF homodimerization, bead proximity signal; hit rate 0.91% among 650,000; inhibition, % at 2.6 µM; in the data active = inhibition above about 50%;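 note: 0% = vehicle wells with protein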
Target sequence (O75030 whole entry, looked up): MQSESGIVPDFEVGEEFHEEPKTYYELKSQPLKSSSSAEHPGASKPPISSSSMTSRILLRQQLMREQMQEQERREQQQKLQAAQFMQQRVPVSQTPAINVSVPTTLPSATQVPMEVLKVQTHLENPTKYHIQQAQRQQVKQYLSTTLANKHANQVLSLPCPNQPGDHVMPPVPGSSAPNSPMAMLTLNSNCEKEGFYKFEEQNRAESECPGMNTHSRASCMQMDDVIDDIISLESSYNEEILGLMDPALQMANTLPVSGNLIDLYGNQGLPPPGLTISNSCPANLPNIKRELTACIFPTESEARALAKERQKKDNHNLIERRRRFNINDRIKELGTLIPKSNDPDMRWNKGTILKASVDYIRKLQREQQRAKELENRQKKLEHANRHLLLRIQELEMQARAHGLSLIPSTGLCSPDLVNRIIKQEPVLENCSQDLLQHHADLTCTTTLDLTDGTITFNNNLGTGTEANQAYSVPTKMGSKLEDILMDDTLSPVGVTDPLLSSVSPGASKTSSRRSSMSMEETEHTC
Active calls of the source: *; x = not tested or not shown; & = joins results of further samples.

The line under a structure holds: GPR151 ag	TEAD-YAP inh	FBW7 act	MITF primary
CC12CCC(=O)C[C@@H]1CC[C@@H]1[C@@H]2CCC2(C)[C@H]1CC[C@]2(C)O (some centres not stated)
 : 0.1	2	0.1	4
Cc1ccccc1C=C1C(=O)N(C)C(=S)N(C)C1=O
 : -0.7	4	0.0	18
CC(C)CC(=O)NC(=O)NC(C)Cc1ccccc1 (configuration not stated)
 : -0.1	-11	-0.1	0
O=c1c2ccccc2nc(/C=C\c2cccc(Br)c2)n1-c1ccc(F)cc1
 : 2.6	-7	-0.2	-9
CCCCN1CC2CC=C(Cl)CC2C1 (configuration not stated)
 : -0.5	-5	-0.1	-5
O=C1/C(=C/c2c(Cl)cccc2Cl)N2CCC1CC2
 : -1.4	12	0.2	15
Fc1ccccc1C1C=C(c2cccnc2)Nc2nnnn21 (configuration not stated)
 : 2.2	-4	-0.1	11
COc1cc(/C=C2\C(=O)NC(=O)N(c3ccccc3)C2=O)ccc1O
 : 8.8*	11	-0.1	20
CC1CN(c2cc(N)c([N+](=O)[O-])cc2F)CC(C)N1 (configuration not stated)
 : 0.4	-4	-0.2	9
COc1cccc(C(=O)Oc2ccc(/C=C/[N+](=O)[O-])cc2OC)c1
 : 0.4	-1	0.0	13
N#Cc1ccc(Cl)cc1NC(=O)c1cccn(Cc2ccccc2)c1=O
 : -0.5	6	-0.1	9
CCOC(=O)C1=C(NC(=O)CC)c2ccccc2CC12CCCCC2
 : 0.0	10	1.2	13
CSc1ccc(CN2CCN(C(=O)COc3ccc(Cl)cc3)CC2)cc1
 : 0.9	15	0.0	-7
CC(C)Oc1cccnc1N(C)C1CCN(Cc2ccccc2)CC1
 : 0.0	-9	0.1	14
Cc1cccc(-n2c(CN3C(=O)c4ccccc4C3=O)nc3ccccc3c2=O)n1
 : 2.2	-1	0.0	-6
O=c1cccc2n1CC1CC2CN(C(=S)Nc2ccc(F)cc2)C1 (configuration not stated)
 : 1.4	2	-0.1	-7
CCOC(=O)C1C2NC(=S)N(CC)C1(C)Oc1ccc(Cl)cc12 (configuration not stated)
 : -1.5	15	0.3	66*
O=C(NC(=S)N1CCCCC1c1cccnc1)c1ccco1 (configuration not stated)
 : 0.1	2	0.1	6
COC(=O)COc1ccc(Cl)cc1Cl
 : 1.7	-9	0.0	-13
O=C1OC(c2ccc(Br)cc2)=N/C1=C\N1CC2CC(C1)c1cccc(=O)n1C2 (configuration not stated)
 : -0.5	14	0.5	11

(continued)
The line under a structure holds: GPR151 ag	TEAD-YAP inh	FBW7 act	MITF primary
Fc1cccc(CN2CCN(Cc3ccccc3Cl)CC2)c1
 : -1.2	-9	0.0	78*
CC(C)CN1C(=O)C(=O)N(CC(=O)Nc2ccc(Cl)cc2C(=O)c2ccccc2)C1=O
 : -0.4	2	-0.2	-6
O=c1[nH]c(C2CCNCC2)nc2ccccc12
 : -0.4	-4	-0.1	0
CC(C)CC(=O)NC1CCSC1=O (configuration not stated)
 : -0.4	2	0.7	1
COc1ccc(N=C(C)c2c(O)[nH]c(=O)[nH]c2=O)cc1
 : -0.6	-8	-0.2	-12
COc1ccc2c(c1)COC1(CCN(C(=O)C3CCC3C(=O)O)CC1)O2 (configuration not stated)
 : 2.7	5	0.1	2
Cc1cccc(-n2c(/C=C\c3ccc(F)c(F)c3)nc3ccccc3c2=O)c1
 : 0.5	-1	-0.2	-1
Cc1cc(C)n(C(=N)N[N+](=O)[O-])n1
 : 0.3	16	-0.2	10
CCc1ccc(-n2c(N3CCN(C)CC3)nc3ccccc3c2=O)cc1
 : 0.4	-5	-0.1	11
CC(C)OP(=O)(C(O)C(Cl)(Cl)Cl)C12CC3CC(CC(C3)C1)C2 (configuration not stated)
 : 1.6	3	-0.1	8
O=C(O)C1C2CC3CC(C2)CC1(n1ncc(N2CCC4(CC2)OCCO4)c(Cl)c1=O)C3 (configuration not stated)
 : -0.8	0	-0.1	0
CC(NC(C)(C)C)C(=O)c1cccc(Cl)c1 (configuration not stated)
 : -1.3&-1.5&-2.2&1.2&0.1	-9&-7&-1&6	-0.1&0.3&0.1&0.0&0.4	-8&16&18&8&19
COc1ccc(CN2CCN(c3ccc(F)cc3)CC2)c(OC)c1
 : -1.2	1	0.0	23
CCCN(CCC)c1ccc([N+](=O)[O-])c2nonc12
 : 0.1	-3	0.0	2
CCN(CC)P(=S)(c1c(C)nc2ccccn12)c1c(C)nc2ccccn12
 : -1.3	-8	0.2	21
Cc1ccc(N2C(=O)/C(=C\C=C\c3ccco3)C(=O)NC2=S)cc1
 : -0.5	-1	-0.2	59*
COc1cc(C2C(C#N)=C(N)Oc3c2c(=O)oc2ccccc32)cc(OC)c1OC(=O)c1ccccc1 (configuration not stated)
 : -0.7	-4	0.2	-8
c1ccc2c(CNC34CC5CC(CC(C5)C3)C4)c[nH]c2c1
 : 0.3	-6	0.1	-3
COc1ccc(CN2CCN(Cc3ccc(Cl)cc3)CC2)cc1
 : 0.5	7	-0.1	83*
COc1ccc(CN2CCN(c3ccccc3F)CC2)cc1OC
 : 0.2	-5	0.2	52*

Quoted at random: 5 compounds from above
The line under a structure holds: GPR151 ag	TEAD-YAP inh	FBW7 act	MITF primary
COc1cc(C2C(C#N)=C(N)Oc3c2c(=O)oc2ccccc32)cc(OC)c1OC(=O)c1ccccc1 (configuration not stated)
 : -0.7	-4	0.2	-8
Cc1cc(C)n(C(=N)N[N+](=O)[O-])n1
 : 0.3	16	-0.2	10
COc1ccc(CN2CCN(c3ccccc3F)CC2)cc1OC
 : 0.2	-5	0.2	52*
Cc1cccc(-n2c(/C=C\c3ccc(F)c(F)c3)nc3ccccc3c2=O)c1
 : 0.5	-1	-0.2	-1
c1ccc2c(CNC34CC5CC(CC(C5)C3)C4)c[nH]c2c1
 : 0.3	-6	0.1	-3

(next part)
The line under a structure holds: GPR151 ag	TEAD-YAP inh	FBW7 act	MITF primary
COCc1c(CN)cnc(C)c1N
 : -0.1	-6	0.0	-8
CCN1CCN(Cc2ccc([N+](=O)[O-])o2)CC1
 : 1.8	-4	-0.2	50
COc1ccc(CCN(C)Cc2ccncc2)cc1OC
 : -1.1	-5	0.2	38
CN(C)CC1CCCCC1=O (configuration not stated)
 : -0.4	9	0.0	3
CC(C)(C)NC(=O)c1cccn(Cc2ccc(Cl)cc2)c1=O
 : 1.6	7	-0.1	5
CN(C)c1ccc(/C=C2\C(=O)NC(=O)N(c3ccccc3Cl)C2=O)cc1
 : 0.6	2	0.0	13
O=[N+]([O-])c1cc(F)c(N2CCCC2)cc1Br
 : 1.9	-11	-0.1	6
COc1ccccc1NC1(C#N)CCCCC1
 : -0.1	16	0.0	2
CN1CCN(C(=O)C(O)(c2ccccc2)c2ccccc2)CC1
 : 11*	-5	0.1	-4
CN1CCN(c2c3c(nc4nncn24)CCC3)CC1
 : 0.1	1	-0.2	6
O=C(O)[C@H]1[C@H]2CN[C@H](C(=O)O)[C@H]21
 : 0.7	x	0.1	1
CC(=O)OC(c1cc([N+](=O)[O-])ccc1Cl)C(Cl)(Cl)Cl (configuration not stated)
 : -1.8	8	-0.2	16
Cc1ccc(C(=O)C2CN3CCC2CC3)cc1 (configuration not stated)
 : 0.1	11	0.6	9
CC1=NN(c2ccccc2)C(=O)C1/C=C1\C(=O)NC(=O)N(c2ccc(C)c(C)c2)C1=O (configuration not stated)
 : 0.7	6	-0.1	7
CC1(C(=O)O)C2CCC(O2)C1(C)C(=O)O (configuration not stated)
 : -2.2	-14	0.1	-21
O=C(CSCc1nc2ccccc2c(=O)n1-c1ccccc1Cl)Nc1ccccc1
 : 0.2	-26	0.2	-8
Nc1cc(C(=O)N2CCCCCC2)ccc1N1CC2CC(C1)c1cccc(=O)n1C2 (configuration not stated)
 : 0.5	-2	-0.1	-5
COc1cc(Br)cc(CN2CCN(Cc3ccccc3)CC2)c1O
 : -0.5	-2	0.3	6
COc1ccc(C[C@H]2NC[C@H](O)[C@H]2OC(C)=O)cc1
 : 3.6&-1.8	103*	-0.1&0.2	-4&16
O=c1[nH]c(=S)[nH]c(O)c1-c1ccccc1
 : 0.4	0	-0.1	-1

Just MITF primary, for some of the entries so far:
Molecule	MITF primary
O=C(O)[C@H]1[C@H]2CN[C@H](C(=O)O)[C@H]21	1
CC(=O)OC(c1cc([N+](=O)[O-])ccc1Cl)C(Cl)(Cl)Cl (configuration not stated)	16

Remaining list, next part:
The line under a structure holds: GPR151 ag	TEAD-YAP inh	FBW7 act	MITF primary
CC(=O)OCC1=C(C(=O)O)N2C(=O)[C@@H](NC(=O)CCC[C@@H](N)C(=O)O)[C@H]2SC1.[Zn+2]
 : -1.5	-3	0.0	-9
Cc1cc(N2CCN(C(C)C)CC2)nc(N)n1
 : 0.3	-3	0.3	-8
CC(C)CCn1c(=O)c(C(=O)Nc2nccs2)c(O)c2ccccc21
 : 0.1	1	0.0	-7
CCN1CCN(c2ncnc3ccc(C)cc23)CC1
 : -0.5	7	0.0	5
COc1ccc(/C=C/c2nc3ccccc3c(=O)n2-c2ccc(OC)c(Cl)c2)cc1
 : 0.0	-4	0.2	-3
Cc1ccc(N2C(=O)NC(=O)/C(=C/c3cccc(O)c3)C2=O)cc1
 : -0.1	10	0.0	9
Cc1ccc(C2CC(c3cccnc3)Nc3ncnn32)cc1 (configuration not stated)
 : -0.5	2	-0.2	-2
O=C1/C(=C\c2ccc(Br)cc2)N2CCC1CC2
 : 0.5	1	0.0	1
O=[N+]([O-])/C=C/c1ccccc1OCc1cccc(F)c1
 : 0.6	30	-0.2	5
CC(=O)N(Cc1cccnc1)C1CCN(Cc2ccncc2)CC1
 : 0.3	1	0.0	-5
Cc1nc2ccc(P(=O)(O)O)cc2s1
 : 2.7	6	-0.3	55*
COC(=O)C(c1ccccc1)C1CCCCN1 (configuration not stated)
 : -0.5	2	-0.1	-14
c1cc2cc(c1)C[n+]1ccc(c3ccccc31)NCc1ccc(cc1)CNc1cc[n+](c3ccccc13)C2
 : -1.1	x	0.3	-11
O=[N+]([O-])N1CCn2c3c(c4cc(C5CCCCC5)ccc42)CCCC31 (configuration not stated)
 : -1.1	0	-0.1	-2
CCCCC[C@H](O)/C=C/[C@H]1C2CC(OO2)[C@@H]1CCCCCCC(=O)O (some centres not stated)
 : 0.9	x	x	-8
CC1CN(CC(=O)c2ccc(O)cc2O)CC(C)O1 (configuration not stated)
 : 2.8	-3	-0.1	-1
CN1C2CCC1CC(OC(=O)C1(c3ccccc3)CCCC1)C2 (configuration not stated)
 : 1.1	3	-0.1	4
c1ccc2c(CNC3CCCCCC3)c[nH]c2c1
 : 0.0	-5	0.0	2
Cc1ccc2nc3c(cc(C#N)c(=O)n3Cc3ccccc3Cl)c(=O)n2c1
 : -0.9	1	0.5	20
N=C1c2ccccc2CN1c1cccc2ccccc12
 : 0.2	-7	-0.2	-10

Four of the compounds above, in CSV form.
compound,GPR151 ag,TEAD-YAP inh,FBW7 act,MITF primary
O=C1/C(=C/c2c(Cl)cccc2Cl)N2CCC1CC2,-1.4,12,0.2,15
Fc1ccccc1C1C=C(c2cccnc2)Nc2nnnn21 (configuration not stated),2.2,-4,-0.1,11
COc1cc(/C=C2\C(=O)NC(=O)N(c3ccccc3)C2=O)ccc1O,8.8*,11,-0.1,20
CC1CN(c2cc(N)c([N+](=O)[O-])cc2F)CC(C)N1 (configuration not stated),0.4,-4,-0.2,9

Following part:
The line under a structure holds: GPR151 ag	TEAD-YAP inh	FBW7 act	MITF primary
O=C(O)c1cc[c]([Hg][Cl])cc1
 : -1.4	15	0.0	8
COC(=O)Cn1cc(/C=C2/C(=O)NC(=O)N(c3ccccc3)C2=O)c2ccccc21
 : -0.2	3	0.4	7
COc1ccc(-c2nn(CCC#N)cc2C(=O)OCc2ccccc2)cc1
 : -1.7	4	0.1	3
O=C(c1ccc(NCC2CCCO2)c([N+](=O)[O-])c1)N1CC2CC(C1)c1cccc(=O)n1C2 (configuration not stated)
 : 0.0	-2	0.1	12
Cc1cc(N2C(=O)C3CCCN3C2c2ccc(Cl)c(Cl)c2)no1 (configuration not stated)
 : -1.6	-12	0.1	-16
CCC1(C(=O)c2ccc(F)cc2)C2c3cc(Br)ccc3OC(=O)C21C(=O)OC (configuration not stated)
 : -1.6	3	0.0	3
CN(C)CCOC(=O)C1CCCCCN1C (configuration not stated)
 : 1.0	-10	0.1	-3
O=[N+]([O-])/C=C1/NCCN1Cc1ccc(Cl)nc1
 : -0.7	5	-0.2	1
COc1ccc(CC2(CN3CCCCC3)C(=O)N(C)C(=O)N(C)C2=O)cc1OC
 : -2.0	-1	-0.1	6
O=C(c1ccccn1)N1CC2CC(C1)c1cccc(=O)n1C2 (configuration not stated)
 : -0.8	1	0.0	-3
COc1cc(CNCCc2cccc(Cl)c2)c([N+](=O)[O-])cc1OC
 : 2.3	3	0.0	19
CCOC(=O)C1C2NC(=S)N(c3ccc(C)cc3)C1(C)Oc1c(OC)cccc12 (configuration not stated)
 : -1.3	-8	-0.5	22
NCCCP(=O)(O)O
 : 4.6	-4	-0.1	-2
c1ccc(C2NCc3ccccc3-n3cccc32)cc1 (configuration not stated)
 : -0.8	-5	-0.2	-2
CC(C)[C@H]1CN(Cc2ccccc2F)CCN1C(=O)Cc1ccc(S(C)(=O)=O)cc1
 : -0.7	1	0.1	13
CCC(=O)NC(Oc1ccc(C=O)cc1)C(Cl)(Cl)Cl (configuration not stated)
 : 0.2	11	0.0	-3
NCC(=O)c1ccc2c(c1)OCCO2
 : -0.5	-6	0.0	4
O=P1(C(NS(=O)(=O)c2ccccc2)C(Cl)(Cl)Cl)OCCCO1 (configuration not stated)
 : -1.1	6	-0.3	1
Nc1c2c(nc3sc4c(c13)CCCC4)CCCC2
 : -2.8&0.4	-36	0.3	21

A portion of the library; the hit share may differ from the screen's.
